Bioassay records from PubChem.
IDE inh: human IDE inhibitors in live cells, primary screen, fluorescence polarization, HEK cells, FAbetaB substrate; inhibition, % at 5.59 µM; FAbetaB cleavage; 320,000 compounds, 0.41% hits;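 active = percent inhibition above the average of all tested compounds plus 3 SD, set per screening campaign, cut at about 16% in these data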;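 note: IDE supplied by intact live HEK cells; FP after avidin binding of uncleaved biotin substrate so inhibition keeps polarization high; 0% = DMSO wells and 100% = 60 µM reference IDE inhibitor Ii1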
VIM-2 inhibitor: VIM-2 metallo-beta-lactamase inhibitors, primary screen, biochemical, epi-absorbance readout, Pseudomonas aeruginosa enzyme; inhibition, % at 5.6 µM; 290,000 compounds, 0.89% hits; purified VIM-2, nitrocefin hydrolysis, epi-absorbance fluorescence;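 active = inhibition above the mean of all tested compounds plus 3 SD, cutoff set per screening run, cut at about 7.5% in these data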;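 note: red hydrolysis product quenches plate fluorescence so inhibitors raise well fluorescence; 0% = enzyme with DMSO and 100% = DMSO without enzyme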
PHOSPHO1 inh: PubChem AID 1565. 290,000 compounds, 1.1% hits. Phosphoethanolamine/phosphocholine phosphatase (Homo sapiens), Q8TCT1. inhibition, % at 13.3 µM. recombinant PHOSPHO1, absorbance phosphatase assay; in the data active = inhibition above about 60%
Target sequence (Q8TCT1 whole entry, looked up): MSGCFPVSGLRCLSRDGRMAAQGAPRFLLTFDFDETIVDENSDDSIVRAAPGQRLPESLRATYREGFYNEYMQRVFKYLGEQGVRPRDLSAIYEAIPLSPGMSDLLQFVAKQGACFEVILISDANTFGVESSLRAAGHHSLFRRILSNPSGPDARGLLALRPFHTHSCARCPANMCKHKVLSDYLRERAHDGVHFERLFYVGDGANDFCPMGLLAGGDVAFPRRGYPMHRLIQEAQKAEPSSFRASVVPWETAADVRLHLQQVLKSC
IMP-1 inhibitor: IMP-1 metallo-beta-lactamase inhibitors, primary screen, biochemical, epi-absorbance readout, Pseudomonas aeruginosa enzyme | metallo-beta-lactamase IMP-1 (Pseudomonas aeruginosa) | purified IMP-1, nitrocefin hydrolysis, epi-absorbance fluorescence | inhibition, % at 5.6 µM | 290,000 compounds, 0.45% hits;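 active = inhibition above the mean plus 3 SD of all compounds in the same screening run, cut at about 4.5% in these data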;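 note: 0% = IMP-1 with DMSO and 100% = DMSO wells lacking enzyme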
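Assay system: purified IMP-1; Quantity: IMP-1 0.2 nM before substrate addition; Medium: HEPES buffer pH 7.1 with ZnSO4 and Brij 35; Incubation: 15 min enzyme–compound preincubation, then 25 min nitrocefin reaction, 25 °C; Signal: fluorescence quenching readout, ex 480/em 530 nm; Controls: DMSO with and without IMP-1; Repeats: singlicate testing.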
PfM18AAP inh: PfM18AAP inhibitors, malaria aminopeptidase, primary screen, biochemical, QFRET, recombinant enzyme | inhibition, % at 7.35 µM | AID 1822, 2009 | H-Glu-NHMec fluorogenic cleavage | 290,000 compounds, 1.2% hits;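 active = inhibition above the campaign mean inhibition over all tested compounds plus 3 SD, cut at about 28% in these data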;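 note: 0% = plate median of test compound wells and 100% = 2 mM ZnCl2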
IDE act: human IDE activators in live cells, primary screen, fluorescence polarization, HEK cells, FAbeta-B substrate; Insulin-degrading enzyme (Homo sapiens), P14735; FAbeta-B cleavage; 0% vehicle, 100% cell-free pure enzyme wells; activation, % at 5.96 µM; 340,000 compounds, 0.073% hits; AID 493087, 2011;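 active = activation above the mean of all tested compounds plus 3 SD, set per screening campaign, cut at about 17% in these data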
GPR7 antagonist: GPR7 receptor antagonists, primary screen, cell-based, fluorescence, single concentration. Neuropeptides B/W receptor type 1 (Homo sapiens), P48145. GPR7-expressing cells, fluorescence antagonist assay. inhibition, % at 4.4 µM. 290,000 compounds, 1.1% hits; in the data active = inhibition above about 16%, passing the limit was not always enough;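 note: cells stimulated with the agonist NPW; 0% = agonist with vehicle and 100% = vehicle without agonist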
Target sequence (P48145 whole entry, looked up): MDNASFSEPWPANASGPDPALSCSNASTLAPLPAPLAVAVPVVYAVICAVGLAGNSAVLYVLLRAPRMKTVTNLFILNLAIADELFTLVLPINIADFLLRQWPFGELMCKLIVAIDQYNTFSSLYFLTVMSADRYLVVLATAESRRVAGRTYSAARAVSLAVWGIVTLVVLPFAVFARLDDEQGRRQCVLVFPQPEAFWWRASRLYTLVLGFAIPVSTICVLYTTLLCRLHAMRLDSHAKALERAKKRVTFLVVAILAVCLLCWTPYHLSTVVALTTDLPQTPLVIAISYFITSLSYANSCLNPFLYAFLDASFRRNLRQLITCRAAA
NALP1 yeast inh: NALP1 inflammasome inhibitors in reconstituted yeast, colorimetric, S. cerevisiae, triplicate retest; S. cerevisiae NALP1/ASC/caspase-1 growth, X-gal OD620, 72 h; inhibition, % at 10 µM; 280,000 compounds, 0.61% hits; AID 2071, 2009; in the data active = inhibition mostly above about 24%, no sharp cut-off; inactive = mostly below about 32%; note: some compounds called inactive have numbers as strong as hits
pCIP destab: p/CIP-EGFP fusion destabilizers, primary screen, fluorescence, F442A cells; Q05BA5; 16 h; decrease of EGFP signal, % at 10 µM; 290,000 compounds, 0.01% hits; AID 1984, 2009;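 active = EGFP signal decrease of at least 30% at 10 µM or well 3 SD below plate mean, unless failing retest; inactive = the rest, including hits failing retest or dose response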; note: some compounds called inactive have numbers as strong as hits; many of its hits are not listed in these tables
* hit, by the source's call; . = not tested or not shown.

canonical_smiles,IDE inh,VIM-2 inhibitor,PHOSPHO1 inh,IMP-1 inhibitor,PfM18AAP inh,IDE act,GPR7 antagonist,NALP1 yeast inh,pCIP destab
Cc1ccc2cc(C#N)c(N3CCCN(S(=O)(=O)c4ccccc4)CC3)nc2c1,6,-0.3,41,-1.8,7,0,11,-2,-4
O=c1c2ccc([N+](=O)[O-])cc2ncn1CCOc1ccccc1,-2,-0.7,45,-2.0,-2,5,2,-3,-1
Cn1nc(C(=O)N2CCCc3ccccc32)c2ccccc2c1=O,3,-3.4,57,-4.3,-11,0,-8,-9,-14
N#C/C(=C\c1ccc(O)cc1)C(=O)N1CCCC1,5,-0.4,12,-2.8,-1,2,-14,18,-4
COc1ccccc1C1CC(c2ccccc2)=NN1C(=S)Nc1ccccc1 (centres undefined),0,-0.8,-8,-2.0,-10,3,-19,-9,8
O=C(O)c1cc2ccccc2c(N=Nc2cccnc2)c1O,-1,-2.7,30,-7.6,-2,3,-17,8,0
O=C(O)c1cc(S(=O)(=O)N2CCOCC2)c(Sc2ccccn2)cc1Sc1ccccn1,.,0.3,-2,-2.6,-5,2,0,-4,-13
O=C(COc1ncnc2sccc12)Nc1ccc(F)cc1F,3,-4.0,-11,-1.2,6,0,-2,-2,8
CC1CCN(c2nc3c(c(=O)[nH]c(=O)n3C)n2Cc2ccccc2)CC1,-4,-1.2,15,-2.7,-6,2,9,-36,-15
CCCCNC(=O)c1ccc(SCC(=O)N(CC)CC)c([N+](=O)[O-])c1,5,-5.6,-16,-2.4,4,5,-11,-12,1
Cc1cc(C)c2nc(SCC(=O)Nc3ccccc3N3CCOCC3)c(C#N)cc2c1,5,-3.6,.,-2.6,-4,5,-8,.,.
CC(=O)c1nn(-c2cccc(Br)c2)cc1C(=O)c1ccc(C)cc1,3,-3.5,-19,-5.5,-12,7,-7,-23,-1
CC1(c2cc([N+](=O)[O-])cc([N+](=O)[O-])c2)CC(C)(C)N(C(=O)c2ccccc2)c2ccccc21 (centres undefined),3,2.9,15,-2.6,-1,3,-24,9,-10
CCOc1cc(/C=C\[N+](=O)[O-])ccc1OCC(=O)Nc1ccccc1C,6,1.7,1,-1.2,1,-2,-2,0,-14
Cn1nnnc1SCC(=O)N1CCOCC1,-6,-3.6,-4,0.6,4,-4,-9,0,0
O=C(CN1CC(c2ccccc2)CC1=O)OCc1cccc(Br)c1 (centres undefined),-5,-1.3,-4,-5.4,3,3,5,11,-7
CCOC(=O)c1ccc(NC(=O)CNC(=O)c2ccco2)cc1,3,-1.1,3,-0.9,2,-4,1,1,7
CNC(=O)c1cc(NC(=O)CCn2nc(-c3ccccc3)c3ccccc3c2=O)ccc1OC,10,-1.4,41,-1.1,-11,-6,2,13,-4
NNC(=O)c1sccc1OCc1cccc(C(F)(F)F)c1,2,1.3,28,-2.8,-1,-1,0,14,8
CCOc1ccc(C(C(=O)Nc2ccc(F)cc2)N(C(=O)Cn2nnc3ccccc32)C2CC2)cc1 (centres undefined),-2,-3.7,28,-3.2,5,2,-20,13,-1
O=[n+]1cc(-c2cccc3ccccc23)n([O-])c2c1CCC2,0,-3.2,18,1.9,9,2,10,20,-12
Cn1nc(C(=O)NC2CCCc3ccccc32)ccc1=O (centres undefined),4,-2.4,49,-0.7,-4,-3,5,37,-8
O=C(CN1CCN(c2ccccc2F)CC1)c1ccc(O)c(O)c1,.,-3.8,15,-1.3,60*,0,12,1,-2
CN(C)c1ccc(C(=O)OCC(=O)Nc2ccc(N3CCOCC3)cc2)cc1,6,-3.7,39,-2.3,-4,8,-13,-5,-10
COc1ccc(C(=O)N2CCCC(O)C2)cc1OC1CCN(C(C)C)CC1 (centres undefined),.,-4.1,37,-3.5,5,-2,-12,2,-6
O=C(c1ccco1)N(Cc1cccc(Br)c1)C1CCS(=O)(=O)C1 (centres undefined),2,-0.2,44,-1.3,-2,-6,-16,16,-12
CN(/N=C/C=C/c1ccccc1)C1=NS(=O)(=O)c2ccccc21,2,-2.0,0,-2.8,0,2,-8,13,-1
O=C(C1CCCCC1)N1CCC(O)(c2ccc(Cl)cc2)CC1,1,0.5,.,-1.8,-5,-1,2,2,-4
CCC(CC)c1nn2c(N)c(/C=C3\C=Nc4ccccc43)c(=O)nc2s1,7,-1.2,28,-4.0,6,5,-3,-9,-10
N/C(=N\OC(=O)Cc1ccc([N+](=O)[O-])cc1)c1ccc([N+](=O)[O-])cc1,3,-0.6,35,-1.5,1,2,21,14,-18
COc1ccc(CCNC(=O)COc2ccc(-c3ccccc3)cc2)cc1OC,4,-2.3,2,-4.2,0,-7,-3,21,-14
C=CCNC(=O)CN(c1ccc(OC)cc1OC)S(C)(=O)=O,-3,-1.0,-6,-3.8,-4,4,-8,4,1
COc1cc2cc(C(=O)N3CCN(Cc4ccc5c(c4)OCO5)CC3)c(=O)oc2cc1OC,-2,-0.7,27,-1.5,1,1,-17,.,0
CC(C)NC(=O)CSc1nc2ccccc2n1CC(=O)N1CCc2ccccc21,4,-2.1,27,-2.9,2,5,-4,-5,0
NNC(=O)COc1ccc(-c2nccc(-c3ccc(F)cc3)n2)cc1,-1,-0.8,.,-1.3,0,4,-22,6,-3
COC(=O)[C@@]1(Cc2ccc(OC)cc2)[C@H]2c3cc(C(=O)N4CCCC4)n(CCN4CCNC4=O)c3C[C@H]2CN1C(=O)c1ccccc1,.,-2.5,8,-1.9,-9,.,8,10,-9
CC1CCN(c2oc(-c3ccccc3Cl)nc2C#N)CC1,-7,1.2,-9,-1.3,-6,-4,-8,12,2
COCCn1c(N)c(C(=O)NS(=O)(=O)c2ccc(C)cc2)c(=O)[nH]c1=O,3,-1.7,-196,-1.4,5,2,-4,-20,-7
COc1ccc(S(=O)(=O)N(CC(=O)NC2CC3CCC2C3)c2ccccc2OC)cc1 (centres undefined),-7,1.9,30,-1.2,-3,9,-8,16,6
COc1ccc(N=N/C(=C\O)C(=O)c2ccco2)cc1,5,0.0,45,-2.5,7,3,-17,-8,-17
Cn1c(Sc2ccc(C(F)(F)F)cc2[N+](=O)[O-])nnc1-c1ccccc1,-6,-1.0,43,-4.9,-6,5,-6,11,3
O=C1NN(c2ccccc2)C(=O)/C1=C/c1ccc(-c2ccc(C(=O)O)cc2)o1,2,-1.4,-12,-2.6,16,2,-13,-4,4
COc1ccc(CN(C)C(=O)c2ccccc2Sc2ccccc2C#N)c(OC)c1,-3,-2.6,10,-1.2,-8,-2,3,3,-21
N#Cc1ccccc1NC1=CC(=O)CCC1,1,-1.6,-7,-1.1,6,0,1,11,9
Nc1ccnc(Oc2ccc(F)cc2)c1,-5,-1.1,0,-1.0,7,1,-12,27,0
COc1ccc(N2C(=O)C3C4C=CC(c5ccccc5)(C3C2=O)C2C(=O)N(c3ccc(OC)cc3)C(=O)C42)cc1 (centres undefined),0,-4.5,46,-2.7,5,2,-12,0,6
CCOC(=O)CSc1nc2c([nH]c3ccccc32)c(=O)n1C,-1,0.0,-6,-3.3,-5,2,-2,8,8
COc1ccc(-n2nc(C(=O)NCC(=O)NCc3ccccc3OC)c3ccccc3c2=O)cc1,2,0.6,47,-1.4,2,5,-7,-13,0
O=C(Nc1ccc(Nc2ccccc2)cc1)C(Cl)Cl,0,-0.3,-1,-2.6,10,-1,-10,56,-16
COc1ccc(C(=O)c2ccc(OC)cc2O)c(O)c1,0,-3.0,-6,-1.2,-2,3,9,-9,-6

Full records as entered above:
CN(/N=C/C=C/c1ccccc1)C1=NS(=O)(=O)c2ccccc21 in the list: IDE inh: 2; VIM-2 inhibitor: -2.0; PHOSPHO1 inh: 0; IMP-1 inhibitor: -2.8; PfM18AAP inh: 0; IDE act: 2; GPR7 antagonist: -8; NALP1 yeast inh: 13; pCIP destab: -1
COCCn1c(N)c(C(=O)NS(=O)(=O)c2ccc(C)cc2)c(=O)[nH]c1=O in the list: IDE inh: 3; VIM-2 inhibitor: -1.7; PHOSPHO1 inh: -196; IMP-1 inhibitor: -1.4; PfM18AAP inh: 5; IDE act: 2; GPR7 antagonist: -4; NALP1 yeast inh: -20; pCIP destab: -7
NNC(=O)COc1ccc(-c2nccc(-c3ccc(F)cc3)n2)cc1 in the list: IDE inh: -1; VIM-2 inhibitor: -0.8; PHOSPHO1 inh: .; IMP-1 inhibitor: -1.3; PfM18AAP inh: 0; IDE act: 4; GPR7 antagonist: -22; NALP1 yeast inh: 6; pCIP destab: -3

Going on with the list.
canonical_smiles,IDE inh,VIM-2 inhibitor,PHOSPHO1 inh,IMP-1 inhibitor,PfM18AAP inh,IDE act,GPR7 antagonist,NALP1 yeast inh,pCIP destab
CCC(=O)Nc1nc2ccc(S(C)(=O)=O)cc2s1,5,1.4,-10,0.5,-15,2,-9,-10,3
CN(C)c1ccc(C2C3C(=O)N(c4ccc(C(=O)O)cc4)C(=O)C3ON2c2ccccc2)cc1 (centres undefined),6,-5.3,11,-3.9,8,1,-10,8,3
O=c1c2c(n3cnnc3n1-c1ccccc1)-c1ccccc1CC21CCCC1,0,-0.9,-4,-1.8,-5,3,-12,14,-11
c1ccc(NCn2cncn2)nc1,-1,-2.3,-9,2.4,87*,5,12,9,2

As a short view, part of the list above:
canonical_smiles,IDE inh,VIM-2 inhibitor,PHOSPHO1 inh,IMP-1 inhibitor,PfM18AAP inh,IDE act,GPR7 antagonist,NALP1 yeast inh,pCIP destab
O=C(Nc1ccc(Nc2ccccc2)cc1)C(Cl)Cl,0,-0.3,-1,-2.6,10,-1,-10,56,-16
COc1ccc(C(=O)c2ccc(OC)cc2O)c(O)c1,0,-3.0,-6,-1.2,-2,3,9,-9,-6
CCC(=O)Nc1nc2ccc(S(C)(=O)=O)cc2s1,5,1.4,-10,0.5,-15,2,-9,-10,3

Among those listed so far, 3 have a Cl atom:
canonical_smiles,IDE inh,VIM-2 inhibitor,PHOSPHO1 inh,IMP-1 inhibitor,PfM18AAP inh,IDE act,GPR7 antagonist,NALP1 yeast inh,pCIP destab
O=C(C1CCCCC1)N1CCC(O)(c2ccc(Cl)cc2)CC1,1,0.5,.,-1.8,-5,-1,2,2,-4
CC1CCN(c2oc(-c3ccccc3Cl)nc2C#N)CC1,-7,1.2,-9,-1.3,-6,-4,-8,12,2
O=C(Nc1ccc(Nc2ccccc2)cc1)C(Cl)Cl,0,-0.3,-1,-2.6,10,-1,-10,56,-16
